Cav32 inh: Cav3.2 calcium influx blockers – cell-based, Fluo-4 calcium fluorescence, FDSS, MLSMR library, primary screen | Cav3.2-expressing cells; stronger effect = lower value | B-score at 10 µM | actives 4% (n = 100,000) | AID 449739, 2010;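 active = single-dose well whose peak fluorescence ratio is a statistical outlier from its plate by either plate-standardised score or position-corrected B-score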
Active calls of the source: *. The list is partial; the hit share may differ from the screen's.

SMILES,Cav32 inh
Cc1cc(NC(=O)CSc2cn(CCNC(=O)c3ccccc3)c3ccccc23)no1,-3.4
CN(C)C(=O)CSc1nnc(C23CC4CC(CC(C4)C2)C3)o1,0.6
O=C(CCc1nc2cccnc2n1Cc1ccccc1)N1CCOCC1,0.58
COc1ccc2c(c1)C(=O)N(c1ccccc1OC)C(=O)C2(C)C,0.28
O=C(O)C1C2C=CC(C2)C1C(=O)OCc1ccccc1 (stereo not given),0.083
CCCN(CCC)c1nc2ccccc2nc1C(C#N)C(=O)OC(C)COC (stereo not given),-7.7*
Cc1ccc(Cl)cc1N1CCN(C(CC(C)C)c2nnnn2CC2CCCO2)CC1 (stereo not given),0.36
Cc1ccc(S(=O)(=O)Cn2nnnc2CN(Cc2ccco2)Cc2cccs2)cc1,-1.9
Cc1cccc(C)c1OCC(=O)Nc1cccc(NC(=O)c2ccco2)c1,-4.8*
Cc1ccc(CNC(=O)CCCC(=O)O)cc1,0.51
COC(=O)c1c(NC(=O)CN2CCN(c3ccccc3)CC2)c2c(C)cccc2n1C,-0.28
O=C(Nc1cccnc1)c1cccs1,1.5
CCCn1c2ccccc2c2nnc(SCC(=O)Nc3cc(C)on3)nc21,0.5
CC1(C)CC(=O)c2sc(NC(=O)CN3C(=O)CCC3=O)nc2C1,-0.28
Cc1ccc(OCC(=O)N2CCC(N3CCCCCC3)CC2)cc1,0.47
Cc1cnc(NC(=O)c2ccco2)s1,0.79
CC(C)c1ccc(-c2nc(N3CCCCC3)[nH]c(=O)c2C#N)cc1,0.0073
CCOC(=O)Nc1oc2ccccc2c(=O)c1C,0.18
CCOc1ccc(S(=O)(=O)n2nnc3ccccc32)cc1C(C)C,-0.58
COc1cc(C2Sc3ccccc3NC3=C2C(=O)OC3)cc(OC)c1OC (stereo not given),-0.059
COc1cccc(C(=O)C2CN(c3ccccc3)CC2c2ccc(Cl)cc2)c1 (stereo not given),0.13
Cc1ccccc1NC(=O)CSc1nnc(-c2ccccc2)n1-c1ccccc1,-2.6
N#C/C(=C1\CCCN1)c1ccc2ccccc2n1,-0.7
O=C1C=C(c2ccccc2)C(O)(c2ccccc2)C1 (stereo not given),0.69
CN(C)c1ccc(NC(=O)CSc2nc(N)c(C(=O)Nc3ccc(N(C)C)cc3)s2)cc1,-0.018
COc1cc([N+](=O)[O-])ccc1NC(=O)CCCOc1cccc(C)c1,-3.4*
COc1ccc(N2C(=O)CCC(C(=O)Nc3cccc(C)n3)C2c2ccc(OC)c(OC)c2)cc1 (stereo not given),-1.1
Cc1ccc2oc(=O)c3cnn(CC(=O)NCCCOC(C)C)c3c2c1,0.09
COc1ccc(-c2noc(CCC(=O)Nc3ccc(C)c(C)c3)n2)cc1,6.3e-05
C#Cc1ccc([C@H]2C=C(C(=O)Nc3ccccc3)O[C@@H](OCc3ccc(CO)cc3)C2)cc1,-1.6

Ordered by heavy-atom count (high to low): part of the list above.
SMILES,Cav32 inh
C#Cc1ccc([C@H]2C=C(C(=O)Nc3ccccc3)O[C@@H](OCc3ccc(CO)cc3)C2)cc1,-1.6
COc1cccc(C(=O)C2CN(c3ccccc3)CC2c2ccc(Cl)cc2)c1 (stereo not given),0.13
Cc1ccc2oc(=O)c3cnn(CC(=O)NCCCOC(C)C)c3c2c1,0.09

Next part.
SMILES,Cav32 inh
CC1(C)Cc2c(C#N)c(N3CCN(C(=O)c4ccco4)CC3)nc(Cc3ccccc3)c2CO1,-4.6*
CCNCCNc1ccc(Cl)cc1[N+](=O)[O-],0.32
O=C(NC1CCCCCC1)c1nnc(Cc2ccc(Cl)cc2)o1,-1.9
CCc1c(C)nc(SCCOc2ccc(OC(C)C)cc2)[nH]c1=O,-0.14
COCCCn1c(SCc2cc(=O)[nH]c3ccccc23)nnc1-c1ccco1,0.0043
Cc1ccc2nc(NC(=O)c3ccc4ncsc4c3)sc2c1,-0.025
CC1CCN(C(=S)NC(=O)c2ccccc2)CC1,0.96
O=C(Oc1ccnc2cc(Cl)ccc12)N1CCCCCC1,-0.86
CC(=O)Nc1ccc2c(c1)ncn2C,0.85
CCc1ccc(-c2cc(C(=O)NN3CCOCC3)c3ccccc3n2)cc1,0.34
CC1CCN(CC(=O)N2c3ccccc3CCc3ccccc32)CC1,1.4
Cc1c(C(=O)NCc2ccc3c(c2)cc(C)n3C)cccc1[N+](=O)[O-],0.073
Cn1c(=O)oc2cc(S(=O)(=O)NCc3ccccn3)ccc21,-0.2
COCCN1C=C(C(=O)OC)C(c2ccc(OC)c(OC)c2)C(C(=O)OC)=C1,0.91
O=C(C1CCN(S(=O)(=O)c2cnc[nH]2)CC1)N1CCN(c2ncccn2)CC1,-0.33
O=C(NCCNc1ccc([N+](=O)[O-])cc1C(F)(F)F)c1ccccc1F,-2.3
CCn1c(N2CCN(CC(=O)Nc3cccc(C)c3C)CC2)nc2ccccc21,-0.9
O=c1cc(N2CCc3ccccc3C2)[nH]c(=O)n1-c1ccccc1Cl,2.3
Cc1ccc(-n2ncc(C(=O)NCc3ccc4c(c3)OCO4)c2NC(=O)c2ccco2)cc1C,-6.2*
COc1ccc(C(=O)Nc2ccc(S(=O)(=O)Nc3nccnc3OC)cc2)cc1OC,0.1
CCN(CC)C(=O)Nc1c(C)n(C)n(-c2ccccc2)c1=O,1.2
O=C(NCc1cccnc1)C1c2ccccc2C(=O)N1Cc1ccco1 (stereo not given),0.47
Cc1c(C(=O)O)[nH]c2c1C(=O)CC(c1ccccc1)C2 (stereo not given),1.8
C=CCOn1c(=O)c(=O)n(OCc2ccccc2)c2ccccc21,1
COc1ccc(N(C(=O)c2ccc(Cl)cc2)C2=CC3CCC(C2)N3C)cc1 (stereo not given),1.2
O=C(O)c1cc(NS(=O)(=O)c2cccc3ccccc23)ccc1O,0.37
CCCC(=O)Nc1ccc(S(=O)(=O)N2CCOCC2)cc1,0.41
COCCCN1C(=O)C(O)=C(C(=O)c2ccco2)C1c1cccc(Br)c1 (stereo not given),0.25
CC(=O)c1cccc(NC(=O)N2CCCC2C(=O)Nc2cccc(C)c2C)c1 (stereo not given),0.38
Cc1ccc(C(=O)CSc2nnc(-c3ccc4[nH]c(C)c(C)c4c3)o2)cc1C,0.055

Looked up above.
`CC1CCN(C(=S)NC(=O)c2ccccc2)CC1` in Cav32 inh → 0.96
`O=C(NCCNc1ccc([N+](=O)[O-])cc1C(F)(F)F)c1ccccc1F` in Cav32 inh → -2.3
`C=CCOn1c(=O)c(=O)n(OCc2ccccc2)c2ccccc21` in Cav32 inh → 1
`COCCCn1c(SCc2cc(=O)[nH]c3ccccc23)nnc1-c1ccco1` in Cav32 inh → 0.0043
`CC(=O)c1cccc(NC(=O)N2CCCC2C(=O)Nc2cccc(C)c2C)c1` (stereo not given) in Cav32 inh → 0.38

Not a retest: an excerpt of the list.
SMILES,Cav32 inh
COCCCN1C(=O)C(O)=C(C(=O)c2ccco2)C1c1cccc(Br)c1 (stereo not given),0.25
CC(=O)c1cccc(NC(=O)N2CCCC2C(=O)Nc2cccc(C)c2C)c1 (stereo not given),0.38
Cc1ccc(C(=O)CSc2nnc(-c3ccc4[nH]c(C)c(C)c4c3)o2)cc1C,0.055

Continued.
SMILES,Cav32 inh
CCOC(=O)Cc1ccc(NC(=O)c2ccc(C(C)(C)C)cc2)cc1,-8.1*
CCc1nn(CC(=O)NCCCN2CCCC2=O)c(=O)c2cc3sccc3n12,0.42
O=C(Cc1cccs1)N(Cc1cccs1)C1(C(=O)NC2CCCC2)CCCCC1,-8.4*
COc1ccc(C/C(N)=N/OC(=O)Cc2ccccc2)cc1,-0.16
Cc1cccc(OCC(=O)N(Cc2cccs2)C2CCS(=O)(=O)C2)c1 (stereo not given),0.91
COc1ccc(C(=O)CSc2nnc(-c3ccoc3C)n2CC2CCCO2)cc1 (stereo not given),0.031
Nc1nnnn1CC(=O)OCc1cccc(Br)c1,-0.0082
CC1CCCCC1NC(=O)c1ccc(S(=O)(=O)NCc2ccco2)cc1 (stereo not given),-0.44
CCCc1nnc(NC(=O)CCC(=O)NCc2ccccc2OC)s1,0.45
C=C(C)Cn1c(N2CCCC2)nc2c1c(=O)[nH]c(=O)n2C,-0.52
CC(=O)Nc1cc(C(=O)N2CCCC2)ccc1S(=O)(=O)c1ccc(C)cc1,1
C=C(C)C1CC=C(C)/C(=N/NC(=O)c2ccc(NC(=O)CCC)cc2)C1 (stereo not given),-1.6
COc1cc2c3c(c1)-c1c(sn(-c4cc(OC)ccc4OC)c1=S)C(C)(C)N3C(=O)C2=O,0.46
COC(=O)c1ccccc1NC(=O)c1cccc(COc2ccccc2Cl)c1,-4.2
Cc1nc2ccc(NS(=O)(=O)c3ccc4c(c3)OCCO4)cc2s1,-1.2
Cc1cccn2c(=O)c3cc(C#N)c(=NC(=O)c4ccncc4)n(CCCOC(C)C)c3nc12,-0.77
CC(=O)c1c(C)[nH]c(C(=O)CSc2nnc(C3CCCCC3)n2N)c1C,0.069
O=C(NS(=O)(=O)c1ccc(NC(=O)C2CCCO2)cc1)c1ccccc1 (stereo not given),0.93
CCOc1ccc(C(C)=O)cc1N1C(=O)C2C3C=CC(O3)C2C1=O (stereo not given),-2.7
O=C(NCc1ccccn1)C1CC(c2ccc(Cl)c(Cl)c2)=NO1 (stereo not given),-1.6
COc1ccc2c(c1)CCc1sc(NC(=O)c3ccc(C)cc3)nc1-2,0.6
O=C(COC(=O)C1(c2ccccc2F)CCCC1)NC1CCS(=O)(=O)C1 (stereo not given),0.34
CN(C)C=NC1=NN(c2cccc(C(F)(F)F)c2)CC1,0.0044
CC(NC(=O)Nc1ccccn1)N1C(=O)C2C3C=CC(C3)C2C1=O (stereo not given),0.13
COc1ccccc1CC(=O)O/N=C(\N)Cc1cccc2ccccc12,-2.2
COC(=O)c1cccc(C23CC4(C2)[C@H](CN(Cc2ccc(-c5ccccc5)cc2)[C@@H]4c2ccccc2)C3c2ccccc2)c1 (stereo not given in full),-1.3
CC(Oc1ccc(Cl)cc1Cl)C(=O)NCCCN1CCOCC1 (stereo not given),0.89
O=C(C(c1ccccc1)c1ccccc1)N1CCC(c2nc(-c3ccccc3Cl)no2)CC1,-6.2*
CCn1c(CNC(=O)C23CC4CC(CC(C4)C2)C3)nnc1SCC(=O)Nc1nnc(C)s1,0.32
O=C(Nc1cc(C(F)(F)F)ccc1N1CCCC1)c1cccnc1,-0.068
CC(C)CCNC(=O)C(c1ccco1)N(C(=O)Cn1nnc2ccccc21)c1ccc2c(c1)OCO2 (stereo not given),-0.41
CCn1cnc2c1c(=O)n(CC(=O)Nc1ccc3c(c1)OC(F)(F)O3)c(=O)n2Cc1ccccc1,-2.1
CCOc1ccc(-c2nnn(CC(=O)Nc3cccc(OC)c3)n2)cc1OCC,-0.02
CCOC(=O)C(Cc1ccccc1)C(=O)Nc1nccs1 (stereo not given),-0.15
COC(=O)C1=C(C)N(C(C)C)C(=O)C1(NC(=O)C1CCCCC1)C(F)(F)F (stereo not given),-0.057
NC(=O)CSc1nc(-c2ccccc2)c(-c2ccccc2)o1,0.0025
COc1ccc2cc(-c3nc4ccccc4n3C)c(=O)oc2c1,0.38
NC(=O)CC(NC(=O)c1ccccc1)c1ccc(NCCc2ccc(Cl)cc2)c([N+](=O)[O-])c1 (stereo not given),0.0016
CCCn1c(NC(=O)c2ccc(Br)cc2)nc2ccccc21,0.56
CS(=O)(=O)NC1c2cccc3cccc(c23)C1N1CCOCC1 (stereo not given),0.0074
COc1ccc(-c2nnn(CC(=O)NCc3ccccc3)n2)cc1OC,-1.1
O=C(Nc1cc2c(oc1=O)CCCC2=O)c1ccccc1,-0.59
O=C1CC(c2ccco2)CC(O)=C1C=Nc1ccc(Br)cc1 (stereo not given),0.03
CC(=O)CSc1nc2ccccc2s1,1.3
O=C(NCc1ccco1)C1CC(c2cccc([N+](=O)[O-])c2)=NO1 (stereo not given),-0.14
O=C1c2ccccc2C(=O)N1Cc1nn2c(-c3ccc(Cl)cc3)nnc2s1,-0.11
CC1(C)CC2(CCO1)N1CC3(C)CN2CC(C)(C1)C3O (stereo not given),-0.13
O=C(Nc1ccccc1)NC1CCS(=O)(=O)C1 (stereo not given),-0.025
CCOC(=O)Cc1cc(=O)[nH]c(/N=C(\N)Nc2ccc(C)cc2C)n1,-2.8
CCCc1cc2c(c(NC(C)=O)n1)c(=O)oc1ccccc12,-0.029
COC(=O)C(C(=O)OC)N1C(=O)CCC1=O,0.57
CCC[C@@H]1CCCO[C@@](C(=O)NCc2cc(C)n(C)n2)(C(F)(F)F)C1,1.1
CCNC(=O)NC(=O)C(C)OC(=O)c1cc(S(=O)(=O)N2CCCCCC2)ccc1OC (stereo not given),-1.3
O=C(Cn1c(=O)n(Cc2ccccc2)c(=O)c2ccccc21)NCc1ccco1,-0.19
CC1CCc2c(sc3nc(C4CC4)nc(N4CCN(C(=O)c5ccco5)CC4)c23)C1 (stereo not given),-2
Cn1nnc(NC(=O)COc2ccc(C3CCCCC3)cc2)n1,-1.3
Cc1csc(NC(=O)Cc2c[nH]c3ccccc23)n1,-4.1*
COc1ccc(Oc2coc3c(CN(C)C)c(O)ccc3c2=O)cc1,-0.28
CCOc1ccc(NC(=S)Nc2ccc(OC(F)(F)F)cc2)cc1,-0.91
CC1(C)OC(=O)C(=CNCC(O)c2ccccc2)C(=O)O1 (stereo not given),-1.7

The results go on:
SMILES,Cav32 inh
CC(=O)Nc1sc2c(c1C(c1cccc(Cl)c1)N1CCN(CCO)CC1)CCCC2 (stereo not given),-0.78
O=S1(=O)CCN2C(=N1)Sc1c2ccc2c1CCCC2,0.38
Cc1cc(C)n2c(SCCC(C)C)nnc2n1,0.084
CSc1nc2ccc(S(=O)(=O)Nc3c(C)n(C)n(-c4ccccc4)c3=O)cc2s1,1.1
N=c1c2c(n(Cc3ccc(Cl)c(Cl)c3)c3c1CCC3)CCCC2,-0.27
Cc1ccc(N=Cc2ccc(N(C)C)cc2)cc1,1.1
CCC(=O)Nc1cccc(NC(=O)CSc2nnc(-c3ccc(NS(C)(=O)=O)cc3)n2CC)c1,0.65
